Efa HMGR inh: blocks class II HMG-CoA reductase of Enterococcus faecalis; purified E. faecalis HMGR, NADPH absorbance 340 nm kinetic; 0.41% of 190,000 active; AID 1066; inhibition, % at 10 µM;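 active = inhibition above a set limit, the median over all tested compounds plus 3 SD, cut at about 9.5% in these data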;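 note: enzyme runs in reverse so mevalonate oxidation gives rising NADPH absorbance; 0% = complete reaction with DMSO and 100% = background rate lacking mevalonate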
SRC2 TRFRET art: flags TR-FRET format artefacts in PPARgamma SRC-2 recruitment agonist screen | TR-FRET artefact counter-screen; hits give high values | TR-FRET ratio at 8 µM | AID 1049 | 0.4% of 200,000 active; in the data active = TR-FRET ratio above about 2000; note: inactives centre near 1500
bIAP inhibitor: intestinal alkaline phosphatase (bovine) inhibition; purified bovine IAP, CDP-star luminescence, 30 min; inhibition, % at 20 µM; 190,000 tested, under 10 active; AID 1019;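 active = over 50% inhibition of intestinal alkaline phosphatase at 20 µM in the single-dose screen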
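System: purified bovine intestinal alkaline phosphatase (IAP) enzyme; Input: IAP diluted 1/65,000,000 in the well; Measured by: CDP-star luminescence signal; Compound dosing: 20 µM single dose; Incubation: 30 min reaction at room temperature.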
PPARg SRC2 recr: promotes SRC-2 coactivator recruitment by human PPARgamma. P37231. PPARgamma LBD-SRC-2 recruitment, biochemical. activation, % at 8 µM. 0.34% of 200,000 active. AID 1032; in the data active = activation above about 22%;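 note: 0% = vehicle and 100% = reference agonist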
bIAP activator: increases bovine intestinal alkaline phosphatase activity; purified bovine IAP, CDP-star luminescence, 30 min; hits give high values; fold of DMSO-control signal, blank-subtracted; activation factor at 20 µM; 0.17% of 200,000 active;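 active = activation factor of 2 or more at 20 µM, a signal rise over negative controls twice the positive control's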
TNAP inh hi DEA: inhibitors of human TNAP at high phosphate acceptor concentration; P05186; purified TNAP, CDP-star luminescence, 1 M DEA; inhibition, % at 20 µM; 0.03% of 200,000 active; AID 1135;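 active = over 50% inhibition of tissue-nonspecific alkaline phosphatase at 20 µM in the single-dose screen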;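 note: plate controls were DMSO wells for no effect and EDTA-quenched wells as full inhibition for full effect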
Target sequence (P05186 whole entry, looked up): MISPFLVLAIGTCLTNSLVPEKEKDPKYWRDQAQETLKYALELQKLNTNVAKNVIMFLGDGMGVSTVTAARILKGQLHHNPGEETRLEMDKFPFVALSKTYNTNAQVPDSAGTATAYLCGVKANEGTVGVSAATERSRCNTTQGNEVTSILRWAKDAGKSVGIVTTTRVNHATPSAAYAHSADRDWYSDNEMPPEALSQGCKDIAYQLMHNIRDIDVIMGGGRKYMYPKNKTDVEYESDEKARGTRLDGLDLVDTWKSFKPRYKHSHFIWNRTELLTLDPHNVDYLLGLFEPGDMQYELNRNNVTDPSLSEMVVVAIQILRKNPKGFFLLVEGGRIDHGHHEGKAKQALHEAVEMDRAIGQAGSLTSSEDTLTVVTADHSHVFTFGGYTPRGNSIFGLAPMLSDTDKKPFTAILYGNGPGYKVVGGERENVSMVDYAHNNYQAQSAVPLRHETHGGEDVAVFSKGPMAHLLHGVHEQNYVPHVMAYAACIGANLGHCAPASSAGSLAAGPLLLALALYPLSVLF
PPARg SRC3 recr: agonists of human PPARgamma SRC-3 coactivator recruitment; activation, % at 8 µM; P37231; biochemical PPARgamma/SRC-3 coactivator recruitment assay; 0.26% of 200,000 active; in the data active = activation above about 23%;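 note: 0% = DMSO and 100% = reference agonist; some compounds past the cut are filed as inactive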
TNAP inh noacc: inhibitors of human TNAP without phosphate acceptor; P05186; purified TNAP, CDP-star luminescence, 30 min; inhibition, % at 20 µM; 0.26% of 200,000 active;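 active = tissue-nonspecific alkaline phosphatase inhibition above about 50% at 20 µM in the single-dose screen, limit read from the data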;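 note: 0% = DMSO negative control and 100% = EDTA positive control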
PPARg SRC1 recr: promotes SRC-1 coactivator recruitment by human PPARgamma. activation, % at 8 µM. PPARgamma-SRC-1 coactivator recruitment biochemical assay. P37231. AID 631. 0.41% of 200,000 active; in the data active = activation above about 19%;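 note: 0% = DMSO and 100% = reference agonist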
TNAP act hi DEA: TNAP (human) activation, high acceptor. P05186. purified TNAP, CDP-star luminescence, 1 M DEA, 30 min; hits give high values; 0 = EDTA background, 1 = DMSO-only activity. activation factor at 20 µM. 200,000 tested, under 10 active;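 active = activation factor at least 2 at 20 µM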
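Assay system: human TNAP; Input: enzyme diluted 1/800 final; Reagent: CDP-star luminogenic substrate at 100 µM final; Timing: 30 min, room temperature; Signal: luminescence; Evaluation: TNAP activation factor scaled between EDTA and DMSO control wells.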
Numbers without * were called inactive; . = not tested or not shown. Rows were taken by chance; about 1.6% have a hit in one of these screens.

The line under a structure holds: Efa HMGR inh	SRC2 TRFRET art	bIAP inhibitor	PPARg SRC2 recr	bIAP activator	TNAP inh hi DEA	PPARg SRC3 recr	TNAP inh noacc	PPARg SRC1 recr	TNAP act hi DEA
Cc1cc(C)n2nc(S(=O)(=O)NC3CCCCC3)nc2n1
 : -1	1356	2	4	1	1	-1	-4	3	1
c1ccc(Cn2c(SCc3cn4cccnc4n3)nnc2-c2ccco2)cc1
 : 0	1629	9	6	0.9	-6	0	-12	-1	1.1
CC1(C)CC(N2CCN(c3ccccc3)CC2)=CC(=[N+]2CCCC2)C1
 : 2	1459	15	3	0.9	-10	-10	-18	3	1.1
CC(Oc1ccc(Cl)cc1Cl)c1nc(-c2ccc(NC(=O)c3ccccn3)cc2)no1 (centres undefined)
 : -1	1582	11	12	0.9	4	-2	-1	13	1
COc1cc(S(=O)(=O)N2CCOCC2)c(OC)c(S(=O)(=O)N2CCOCC2)c1
 : .	1670	.	-1	.	.	2	.	-1	.
C/C(=N\NC(=O)CNC(=O)C(c1ccccc1)c1ccccc1)c1ccccc1
 : -2	1642	-2	2	1	-3	5	-20	-6	1
CC1(C)Cc2c(C#N)c(SCc3nc4ccccc4[nH]3)nc(N3CCOCC3)c2CO1
 : 3	1564	-24	3	1.2	-10	5	-23	16	1.1
O=S(=O)(c1ccc(OCC(O)CN2CCN(c3ccccc3O)CC2)cc1)N1CCOCC1 (centres undefined)
 : 0	1649	-5	3	1.1	-3	7	-5	1	1
CCOc1ccccc1Oc1c(C)oc2c(CN3CCN(C)CC3)c(O)ccc2c1=O
 : -3	1356	-2	8	1	-1	5	3	3	1
CCOc1ccccc1NC(=S)Nc1ccccc1F
 : -2	1504	3	-1	1	2	-4	-6	-2	1
Cc1cc(C2=NNC(=NCc3ccccc3)SC2)c(C)n1-c1c(C)n(C)n(-c2ccccc2)c1=O
 : -7	1682	14	4	0.9	-2	6	-9	0	1
COc1ccc(N=c2cc(-c3ccc(OC)cc3)oc3ccccc23)cc1
 : -7	1681	2	11	1	2	9	4	0	1
COc1cccc(C(=O)CSc2nnnn2C2CCCCC2)c1
 : -2	1545	20	9	0.8	0	-1	-4	-3	1
Cc1nc(C#N)c(NCc2ccc3c(c2)OCO3)o1
 : 0	1497	36	-3	0.6	-1	-6	-6	-1	1
C(=N\NC(=Nc1ccccc1)c1ccccn1)/c1ccccn1
 : -2	1524	-5	-13	1.1	6	3	-21	-3	0.9
COc1ccccc1NS(=O)(=O)c1cccc(NC(=O)c2sc3ccccc3c2Cl)c1
 : 0	2161*	1	17	1	-2	8	-1	22*	1
CC(C)(C)c1cc(C(=O)Nc2cccc3ccccc23)ccn1
 : -5	1432	.	-9	0.4	-6	-2	-2	0	1.1
CNC(=S)N(Cc1cc2ccc(OC)cc2[nH]c1=O)CC1CCCO1 (centres undefined)
 : -6	1535	-27	6	1.3	-3	4	-5	-6	1
CC12C=CC3(O1)C(C(=O)N(c1cccnc1)C3C(=O)NC1CCCCC1)C2C(=O)Nc1ccccc1 (centres undefined)
 : -2	1381	6	-1	0.9	-4	3	-15	5	1
O=C(NCCc1ccc(Cl)cc1)c1n[nH]c2ccccc12
 : -11	1546	-15	-6	1.2	2	4	-49	12	1
Cc1nn(Cc2ccccc2Cl)c(C)c1NC(=O)c1cc(-c2ccc(F)cc2)on1
 : -7	1460	8	-3	0.9	1	-6	-7	4	1
CCC(=O)NCCC(c1ccco1)c1ccccc1OC (centres undefined)
 : -2	1267	12	-6	0.9	2	0	-7	-6	1
COc1ccc(OC)c(NC(=O)COC(=O)/C=C/c2ccccc2Cl)c1
 : 1	1353	7	1	0.9	-2	3	-11	-5	1
Cc1ccc2[nH]c(=O)c(CN(CCN3CCOCC3)C(=O)Nc3ccc(F)cc3)cc2c1
 : -3	1529	-1	-4	1	-7	6	-9	11	1.1
OCCC1CN(Cc2cccn2-c2cccnc2)CCN1C1CCCCC1 (centres undefined)
 : 0	1310	-21	0	1.2	-1	4	-5	-4	1
O=C(NCc1nnc(SCC(=O)N2CCOCC2)o1)c1ccccc1F
 : 0	1656	-3	5	1	-4	4	-4	-1	1
Cc1cc(C)c(C(=O)CSc2nnc(-c3ccccc3Br)o2)cc1C
 : -4	1615	16	0	0.8	0	-1	-4	27*	1
O=C(Nc1ccsc1C(=O)N1CCCC1)c1ccccc1
 : -9	1625	5	8	1	-6	2	-12	2	1.1
FC(F)(F)c1cc(-c2ccccc2)nc(-n2cncn2)n1
 : -8	1578	12	5	0.9	3	11	-6	6	1
CCSc1nc2ccccc2n1C(=O)Oc1ccccc1
 : -7	1426	-10	-6	1.1	-2	3	-3	-3	1
CC(=O)Nc1ccc(Oc2ccc3nc(C)[nH]c3c2)cc1
 : -2	1282	9	1	0.9	-4	-9	3	-5	1
COc1ccc(/C=N/NC(=O)Nc2cccc3nsnc23)cc1OC
 : -9	1486	.	-5	0.5	-4	-1	-6	-9	1
CCN(CC)CCn1c(=S)[nH]c2ccccc2c1=O
 : -5	1292	10	2	0.9	-4	-12	-3	4	1
Cc1ccccc1-c1ncc(CN2CCN(C3CCCC3)C(CCO)C2)cn1 (centres undefined)
 : -1	1642	-3	-2	1	-3	-4	-8	4	1
O=C1c2ccccc2C(=O)N1Cc1nc(-c2ccccc2)no1
 : .	.	21	.	0.8	-6	.	-20	.	1.1
CC(CN1CCOCC1)(NS(=O)(=O)c1ccccc1)c1ccccc1 (centres undefined)
 : -2	1429	8	-5	0.9	1	-1	-9	16	1
CC(Oc1ccc(Cl)cc1Cl)C(=O)OCn1nnc2ccccc2c1=O (centres undefined)
 : -3	1386	2	-3	1	-8	-2	-3	-5	1.1
CN(Cc1cn(-c2ccccc2)nc1-c1ccc2c(c1)OCO2)Cc1nccn1C
 : -2	1442	-15	-11	1.1	2	-2	2	-6	1
O=C(NCCN1CCOCC1)c1cc2ccccc2[nH]1
 : -3	1391	-5	0	1	0	0	-6	-6	1
C/C(=N\Nc1ccc([N+](=O)[O-])cc1)c1ccc(-n2nncc2C(C)(C)C)cc1
 : -5	1470	12	-10	0.9	9	5	21	-3	0.9

Two of the compounds above, bar-delimited:
SMILES | Efa HMGR inh | SRC2 TRFRET art | bIAP inhibitor | PPARg SRC2 recr | bIAP activator | TNAP inh hi DEA | PPARg SRC3 recr | TNAP inh noacc | PPARg SRC1 recr | TNAP act hi DEA
COc1ccc(/C=N/NC(=O)Nc2cccc3nsnc23)cc1OC | -9 | 1486 | . | -5 | 0.5 | -4 | -1 | -6 | -9 | 1
CCN(CC)CCn1c(=S)[nH]c2ccccc2c1=O | -5 | 1292 | 10 | 2 | 0.9 | -4 | -12 | -3 | 4 | 1

Following part:
The line under a structure holds: Efa HMGR inh	SRC2 TRFRET art	bIAP inhibitor	PPARg SRC2 recr	bIAP activator	TNAP inh hi DEA	PPARg SRC3 recr	TNAP inh noacc	PPARg SRC1 recr	TNAP act hi DEA
CN(C)c1ccc(NC(=O)C2CCCN(S(=O)(=O)c3ccccc3)C2)cc1 (centres undefined)
 : 0	1710	-27	19	1.3	-2	7	-5	6	1
COCCNC(=O)CSc1nc2ccc(N3CCOCC3)cc2c(=O)n1Cc1ccc(OC)cc1
 : -3	1436	-11	5	1.1	5	6	-4	-2	1
N#CCCSCc1ccc2oc(C(=O)O)cc2c1
 : 3	1552	12	8	0.9	-4	-7	-12	0	1
Cc1noc(C)c1C(=O)N1CCN(c2ncccn2)CC1
 : -5	1421	14	11	0.9	-2	4	-14	6	1
COc1ccc(/C=N/NC(=O)CNC(=O)c2ccc3c(c2)OCCO3)cc1OC
 : 0	1633	33	-7	0.7	-1	1	-20	0	1
Brc1ccc(/C=N/Nc2ccc3ccccc3n2)cc1
 : -1	1648	7	4	0.9	-3	7	-12	8	1
COc1ccccc1Nc1nc(C2(C)CCC(=O)O2)cs1 (centres undefined)
 : 1	1747	8	-2	0.9	-1	7	-1	6	1
O=[N+]([O-])c1ccc(/C=N/Nc2nc(-c3ccccc3)c3cc(Br)ccc3n2)o1
 : -6	1294	26	-6	0.7	21	-8	14	-7	0.8
Cc1cc(C)cc(N2CC(c3nc4ccccc4n3C)CC2=O)c1 (centres undefined)
 : -2	1862	4	-10	1	1	11	-8	0	1
CCCC(=O)Nc1cc(OCC)c(NC(=O)NC2CCCCC2)cc1OCC
 : -3	1582	8	4	0.9	5	8	-4	7	0.9
Cc1ccc(C=C2C(=O)c3ccccc3C2=O)s1
 : 0	1499	41	-1	0.6	4	2	6	-2	1
Cc1cc(C)c(NC(=O)C2CSCCS2)c(C)c1 (centres undefined)
 : 1	1373	-16	2	1.2	0	-15	-4	-10	1
NC(CO)(CO)COCc1ccccc1
 : 0	1635	-6	-4	1.1	-4	-1	-15	2	1
c1ccc(-c2nnc3sc(Cc4cccs4)nn23)cc1
 : 0	1552	-10	5	1.1	-5	1	-10	3	1
COc1ccc(NC(=S)NC(C)Cc2cccs2)cc1 (centres undefined)
 : -13	1478	-2	0	1	0	1	-2	4	1
CCc1c(C)[nH]n(-c2nc(-c3ccccc3)cs2)c1=O
 : 3	1501	-12	-5	1.1	-3	0	-16	-4	1
CCCCNC(=O)CCNS(=O)(=O)c1ccc(C)cc1
 : -1	1480	5	5	0.9	0	-2	-6	3	1
Cn1c(=O)c2c(nc(N3CCCCC3)n2C)n(C)c1=O
 : 2	1383	6	-4	0.9	-6	0	-12	-3	1.1
Cc1nn(-c2ccccc2)c(C)c1/C=N/NC(=O)c1cc(-c2ccc(Cl)s2)[nH]n1
 : 3	1426	-29	4	1.3	7	-1	67*	8	0.9
